# L major viab = Leishmania major promastigote growth inhibition, primary screen. 200,000 compounds, 9% hits. Leishmania major promastigotes, resazurin fluorescence viability. inhibition, % at 10 µM;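 further: promastigotes grown with compound for 44 hours at 28 °C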
# PMI activator = activators of human PMI, primary screen, biochemical, fluorescence intensity, near-Km mannose 6-phosphate. Mannose-6-phosphate isomerase (Homo sapiens), P34949. purified human PMI, coupled resazurin fluorescence, 20 min; hits give high values; 1 = vehicle control, 0 substrate-free wells. activation factor at 20 µM. 190,000 compounds, 0.005% hits. AID 1214, 2008;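 active means activation factor of 2 or more at 20 µM, relative to plate controls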
# Target sequence (P34949 whole entry, looked up): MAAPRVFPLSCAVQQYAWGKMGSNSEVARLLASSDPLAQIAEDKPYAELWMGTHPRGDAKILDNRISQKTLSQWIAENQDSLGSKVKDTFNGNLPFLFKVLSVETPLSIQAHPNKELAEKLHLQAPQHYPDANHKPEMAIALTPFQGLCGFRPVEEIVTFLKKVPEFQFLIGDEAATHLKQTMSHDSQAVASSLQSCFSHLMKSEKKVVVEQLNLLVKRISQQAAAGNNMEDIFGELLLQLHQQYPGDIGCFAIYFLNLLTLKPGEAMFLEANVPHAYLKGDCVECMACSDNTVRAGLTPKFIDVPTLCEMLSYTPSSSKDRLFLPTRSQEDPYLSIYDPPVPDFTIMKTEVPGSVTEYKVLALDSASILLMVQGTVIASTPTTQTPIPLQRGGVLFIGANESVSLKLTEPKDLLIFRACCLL
# G6PDH counter = L. mesenteroides G6PDH inhibitors, counter-screen for G6PDH-coupled screening assays, biochemical, Leuconostoc mesenteroides enzyme; glucose-6-phosphate dehydrogenase [Leuconostoc mesenteroides]; inhibition, % at 5 µM; 200,000 compounds, 0.12% hits; Purified L. mesenteroides G6PDH, diaphorase/resazurin coupled fluorescence, 45 min
# PMI act satM6P = human PMI activators, high substrate, primary screen, biochemical, fluorescence intensity, near-saturating mannose 6-phosphate; coupled PMI enzyme assay, resazurin fluorescence, 20 min; hits give high values; 1 = untreated enzyme, 0 = substrate-free blank; 190,000 compounds, 0.34% hits; AID 1216, 2008; activation factor at 20 µM; Mannose-6-phosphate isomerase (Homo sapiens), P34949;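 active means activation factor of 2 or more at 20 µM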
#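 Test system: human phosphomannose isomerase with PGI, G6PDH, diaphorase coupling enzymes; Amount: PMI at 15 ng/mL final; Reagent: Mannose-6-phosphate 1.0 mM (near-saturating) plus 0.22 mM NADP+; Timing: 20 min, room temperature; Technique: resorufin fluorescence at Ex 544/Em 590 nm; Dosing: 20 µM single dose.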
# RAM inhibit = inhibitors of the yeast RAM network, primary screen, dse1pr::URA3 reporter, 5-FOA selection; 190,000 compounds, 1.8% hits; S. cerevisiae dse1pr::URA3 reporter, 5-FOA growth OD615, 2 d; analog-sensitive cbk1-as2 kinase mutant strain; inhibition, % at 50 µM;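 active means inhibition above a set limit, 3 SD over mean compound inhibition, cut at about 8.4% in these data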;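 further: 0% = DMSO-only wells with no growth and 100% = 10 µM 1-NA-PP1 full growth; inhibition rescues growth on 5-FOA so higher OD means more RAM inhibition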
# TLR4-MyD88 BLA = inhibitors of TLR4-MyD88 association in cells, primary screen, cell-based, HeLa CL3-4, BLA complementation, FRET ratio; Toll-like receptor 4 (Homo sapiens) + Myeloid differentiation primary response protein …; inhibition, % at 8.4 µM; AID 861, 2007; HeLa CL3-4 TLR4/MyD88 BLA complementation; 200,000 compounds, 0.18% hits; in the data active means inhibition above about 25%;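 further: 0% = vehicle and 100% = reference inhibitor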
# S1P3 antagonist = S1P3 receptor antagonists, primary screen, cell-based. Sphingosine 1-phosphate receptor 3 (Homo sapiens), Q99500. CHO S1P3 NFAT-BLA reporter, FRET fluorescence, antagonist mode. inhibition, % at 4.98 µM. 170,000 compounds, 0.27% hits;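 active means inhibition above the plate cutoff, the mean inhibition of test wells on that plate plus 3 SD, cut at about 28% in these data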;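 further: cells challenged with S1P at its EC80 of 0.8 µM; blue over green emission ratio from cleaved BLA substrate after 4 h stimulation; 0% = S1P-stimulated wells and 100% = unstimulated DMSO-only wells; some compounds past the cut are filed as inactive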
# Target sequence (Q99500 whole entry, looked up): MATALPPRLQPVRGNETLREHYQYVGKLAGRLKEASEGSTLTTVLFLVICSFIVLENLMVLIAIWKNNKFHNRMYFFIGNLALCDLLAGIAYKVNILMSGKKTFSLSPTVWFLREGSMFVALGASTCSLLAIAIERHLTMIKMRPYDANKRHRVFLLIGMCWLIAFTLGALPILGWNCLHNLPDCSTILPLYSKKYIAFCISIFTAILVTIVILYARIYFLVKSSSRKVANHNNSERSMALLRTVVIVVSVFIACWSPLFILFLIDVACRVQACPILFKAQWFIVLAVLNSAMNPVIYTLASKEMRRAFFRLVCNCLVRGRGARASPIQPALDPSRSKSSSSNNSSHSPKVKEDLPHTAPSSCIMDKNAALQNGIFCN
# Diaph act CS = compounds boosting diaphorase resazurin reduction – biochemical, uHTS, resorufin fluorescence, counter-screen for diaphorase-coupled primary assays, primary screen; Diaphorase/resazurin coupled assay, 16 min; hits give high values; 1 = vehicle wells, 0 = NADH-free wells; activation factor at 20 µM; 190,000 compounds, 0.005% hits; AID 1229, 2008;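 active means diaphorase activity raised at least twofold by the compound at 20 µM; inactive means activation factor below 2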
#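 Assay system: bacterial diaphorase enzyme (C. kluyveri) / Input: enzyme 0.07 U/mL final / Medium: 50 mM HEPES pH 7.4 with 4.542 mM MgCl2, 0.005% Tween 20 / Doses: single compound dose of 20 µM, 1% DMSO final / Incubation: 16 min enzyme reaction, ambient temperature / Signal: fluorescence, excitation 544 nm and emission 590 nm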
# Redox H2O2 prof = compounds producing H2O2 with reducing agent – biochemical, NIH compound library profiling, artefact control for MLSCN library redox annotation, primary screen | DTT-dependent redox cycling H2O2, phenol red/HRP absorbance; 100% = 100 µM peroxide control, 0% = buffer | activation, % at 10 µM | 200,000 compounds, 0.03% hits | AID 878, 2007;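 active means activation of at least 50% relative to the plate's high and low controls in the primary single-dose screen; inactive means activation below 50%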;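 further: compound incubated with DTT at 0.8 mM final as the reducing agent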
# Hsp70 activator = Hsp70 transcriptional activators, primary screen, cell-based, HeLa, Hsp70 promoter luciferase, luminescence, 10 µM; HeLa Hsp70 promoter luciferase reporter; scaled: vehicle 0, proteasome-inhibitor control 100%; activation, % at 10 µM; 200,000 compounds, 0.04% hits;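 active means activation above the mean across all tested compounds plus 3 SD, cutoff set per campaign, cut at about 5.5% in these data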;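 further: 100% = MG132 at 30 µM as the positive control and 0% = DMSO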
# Diaph inh CS = diaphorase inhibitors and chemical oxidizers, primary screen, counter-screen for diaphorase-coupled primary assays, biochemical, uHTS, resorufin fluorescence. inhibition, % at 20 µM. 190,000 compounds, 0.69% hits. diaphorase resazurin-to-resorufin fluorescence, NADH, 16 min; bacterial (C. kluyveri) enzyme, not human. AID 1217, 2008;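 active means primary screen inhibition at 20 µM above a set limit, cut at about 50% in these data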;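 further: plate controls were DMSO with full reaction for no effect and wells lacking NADH for full effect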
#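 Test system: bacterial diaphorase enzyme (C. kluyveri); Quantity: 0.14 U/mL diaphorase, enzyme working solution; Times: reaction incubation of 16 min at room temperature; Measured by: fluorescence of resorufin formed from resazurin, Ex 544/Em 590 nm; Benchmarks: positive control minus NADH, DMSO neutral control.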
# * marks the source's active call; other numbers are inactive results; . = not tested or not shown. Unless noted, no stated cut-off is given here; in the data, active means inhibition above about 50%; inactive means the rest. Random draw from the library; about 12% have a hit in one of these screens.
SMILES,L major viab,PMI activator,G6PDH counter,PMI act satM6P,RAM inhibit,TLR4-MyD88 BLA,S1P3 antagonist,Diaph act CS,Redox H2O2 prof,Hsp70 activator,Diaph inh CS
CC(SC1=NCCS1)C(=O)Nc1nnc(-c2ccc(F)cc2)s1 (stereo not drawn),4,0.9,1,0.9,0.9,0,.,0.9,-1.3,-0.1,7
Cc1ccc(NC(=O)COC(=O)COc2ccc(Cl)cc2C)c([N+](=O)[O-])c1,-6,1,-1,1,12*,-8,1,0.9,-0.4,0.2,12
COc1cccc(-c2nc(CSCC(=O)N3CCc4ccccc43)c(C)o2)c1,-1,1,-2,1,8.8*,-2,-59,1,3.0,-0.5,0
COc1ccc2[nH]c3c(=O)n(CCCCC(=O)N4CCCC4)c(=S)[nH]c3c2c1,-6,0.9,0,0.9,0.7,9,14,0.7,7.8,-0.2,34
CC(C)(C)C1CCC(=NNC(=O)CN(c2ccccc2)S(C)(=O)=O)CC1 (stereo not drawn),-4,0.8,11,1,0.1,6,9,1,-0.1,-0.4,4
COc1ccc(-c2nc(C(N)=O)c3[nH]c(=O)n(-c4cccc(Cl)c4)c3n2)cc1OC,60*,1,-22,1,2.8,-7,14,1.1,3.3,-0.2,-10
CCCC(=O)Nc1cc(-c2nn(C)c(=O)c3ccccc23)ccc1N1CCOCC1,2,0.9,4,1,1.7,-10,.,0.9,0.0,-0.3,11
COc1ccc(-n2c3c(c(=O)[nH]c2=O)C(NC(C)=O)(C(F)(F)F)C(=O)N3)cc1 (stereo not drawn),-5,1.4,-5,1.4,1.2,-6,-4,1,0.0,0.0,-3
CC1CCCN(c2nc(NCc3ccco3)nc(N)c2[N+](=O)[O-])C1 (stereo not drawn),7,0.8,22,0.8,-0.3,-6,17,0.8,-0.2,-0.3,17
Cc1ccc(-c2csc(N(CCc3ccccc3)C(=O)COc3ccccc3)n2)cc1,-3,0.9,4,0.9,5.7,11,.,1,3.6,-0.2,-4
Cn1cccc1C(=O)C(=O)Nc1cccc(Cl)c1Cl,-3,1,1,0.9,5.9,-9,.,0.9,11,-0.1,12
CCOC(=O)Cc1csc(NC(=O)c2ccc(C)o2)n1,5,0.9,-13,1,1.1,-6,4,0.9,2.8,-0.2,5
CCOc1ccc(NC(=S)NCc2nc3ccccc3[nH]2)cc1,5,1.1,-4,1.1,1.9,-9,-6,1.1,-0.2,-0.4,-7
CCc1nc2sc3ccccc3c(=O)c2c(=O)n1CCOC,2,1,7,0.9,0.2,17,.,0.8,2.7,-0.2,20
O=C(NCCN1CCOCC1)c1cc(-c2ccc(Br)cc2)on1,1,1,4,1.1,0.9,-5,8,1,0.0,-0.3,-2

# Record cards (already shown).
# Entry for `COc1ccc2[nH]c3c(=O)n(CCCCC(=O)N4CCCC4)c(=S)[nH]c3c2c1` = L major viab: -6; PMI activator: 0.9; G6PDH counter: 0; PMI act satM6P: 0.9; RAM inhibit: 0.7; TLR4-MyD88 BLA: 9; S1P3 antagonist: 14; Diaph act CS: 0.7; Redox H2O2 prof: 7.8; Hsp70 activator: -0.2; Diaph inh CS: 34
# Entry for `Cc1ccc(-c2csc(N(CCc3ccccc3)C(=O)COc3ccccc3)n2)cc1` = L major viab: -3; PMI activator: 0.9; G6PDH counter: 4; PMI act satM6P: 0.9; RAM inhibit: 5.7; TLR4-MyD88 BLA: 11; S1P3 antagonist: .; Diaph act CS: 1; Redox H2O2 prof: 3.6; Hsp70 activator: -0.2; Diaph inh CS: -4

# Continued:
SMILES,L major viab,PMI activator,G6PDH counter,PMI act satM6P,RAM inhibit,TLR4-MyD88 BLA,S1P3 antagonist,Diaph act CS,Redox H2O2 prof,Hsp70 activator,Diaph inh CS
N#Cc1c(N)n[nH]c1CCCN,0,1,2,0.6,-0.3,11,.,0.9,5.4,-0.2,7
O=C(NCC1(c2ccccc2)CCCC1)c1ccc(Br)o1,9,1.1,2,1.1,-0.2,-2,6,0.8,0.5,-0.1,16
Cc1cc(C)c(NC(=O)Cc2ccc(-n3cccc3)cc2)c(C)c1,0,1,4,0.9,1.1,-1,-16,0.9,0.2,-0.3,10
O=S(=O)(c1ccccc1F)N1CCN(c2nc3ccccc3s2)CC1,-1,0.9,14,0.9,3.3,9,-12,0.8,-0.9,-0.2,20
O=C(CN1CCN(Cc2ccccc2)CC1)N1CCCc2c1c(=O)oc1ccc(O)cc21,10,0.9,-8,1,3.9,-15,-5,0.8,4.7,-0.1,24
CC1=C(C(=O)OC(C)C)C(c2cccs2)N2C(=O)C(C)SC2=N1 (stereo not drawn),-3,1,1,0.9,1.3,-16,-8,0.8,3.5,-0.5,18
Cc1ccc(Cn2nc(C)c3cc(C(=O)OCC(N)=O)sc32)cc1,-2,1,3,1,1.9,-7,.,1,0.1,0.4,1
C/C(=C\c1ccco1)C1Nc2cccc3cccc(c23)N1,9,0.9,10,0.8,8.7*,17,-10,0.3,4.3,0.0,70*
O=C(c1ccco1)N(c1ccccn1)c1ccccn1,-6,0.9,-5,1,2.3,-6,22,0.9,1.4,0.0,11
CN(C)S(=O)(=O)N1CCN(S(=O)(=O)N2CCOCC2)CC1,-3,1.5,9,1.4,0.3,10,-6,0.9,-0.2,-0.2,12
COC(=O)C1=C(C)NC2=C(C(=O)CCC2)C1c1ccsc1 (stereo not drawn),-5,1,-2,1,3.6,-3,13,0.9,0.2,0.0,9
Cc1cc(NS(=O)(=O)c2ccc(NC(=O)C(C)Oc3ccc4c(C)cc(=O)oc4c3)cc2)no1 (stereo not drawn),-11,1,-2,1,10*,-6,17,0.9,0.8,0.5,11
CC(=O)Nc1cccc(NC(=O)CSc2ccc3nnc(CCNC(=O)c4ccccc4)n3n2)c1,-11,1,-1,0.9,0.1,1,-4,0.9,-0.1,0.5,10
CCOC(=O)c1ccccc1NC(=O)c1cn(-c2ccc(C)c(C)c2)c(=O)c2ccccc12,98*,0.9,0,0.9,5.5,-5,-6,0.9,0.1,0.0,8
O=C(NCc1cccs1)C1CCCN1C(=O)Nc1cccc(F)c1 (stereo not drawn),0,1.1,2,1.1,1.5,-2,-3,1.1,-0.9,0.2,-8

# Individual results from the list:
# Result of C/C(=C\c1ccco1)C1Nc2cccc3cccc(c23)N1 under Hsp70 activator: 0.0
# Result of O=S(=O)(c1ccccc1F)N1CCN(c2nc3ccccc3s2)CC1 under S1P3 antagonist: -12
# Result of Cc1cc(C)c(NC(=O)Cc2ccc(-n3cccc3)cc2)c(C)c1 under G6PDH counter: 4

# New compounds follow:
SMILES,L major viab,PMI activator,G6PDH counter,PMI act satM6P,RAM inhibit,TLR4-MyD88 BLA,S1P3 antagonist,Diaph act CS,Redox H2O2 prof,Hsp70 activator,Diaph inh CS
Cc1ccc(C(=O)NCCn2cc(SCC(=O)N3CCOCC3)c3ccccc32)cc1,-2,0.9,-11,0.9,-1.1,-12,.,0.9,0.3,-0.4,7
Cc1ccc2cc3cc(C(=O)NCc4ccco4)oc3nc2c1,5,0.9,-1,1,3.5,-4,28,1,-1.1,0.1,-1
CCOc1ccccc1C1CC(c2ccc(F)cc2)Nc2nc(N)nn21 (stereo not drawn),1,0.9,5,1,0.0,-25,13,1,-0.3,-0.2,2
Cc1ccc(-c2cnc3n2CCCCC3)cc1,-2,1.1,-1,1.1,1.9,6,-12,1,-0.6,-0.2,4
Cn1c(=O)cc(SCC(=O)NCCCN2CCOCC2)c2ccccc21,5,1,-2,1,-1.1,12,-24,1.1,-1.3,-0.2,-8
CCOC(=O)c1ccccc1NC(=O)c1cncc(Br)c1,-2,0.9,8,1,4.0,-8,-10,0.9,0.3,0.3,11
COc1ccc(N2CC(O)=C(c3nc4ccccc4s3)C2=N)c(OC)c1,24,0.9,-29,0.9,1.5,-18,41,0.9,0.2,-0.4,13
CCn1c2ccccc2n2c(=O)c(=O)n(CC(=O)N3CCN(c4ccccc4OC)CC3)nc12,-6,.,8,.,2.9,11,-33,.,7.0,0.0,.
CC(=O)/C(=C/N(C)C)C(=O)Nc1ccc(Cl)cc1Cl,-6,0.7,22,0.8,2.0,-10,-3,0.8,-0.7,-0.1,18
CN(C)S(=O)(=O)c1cc(NC(=O)COC(=O)C2COc3ccccc3O2)ccc1Cl (stereo not drawn),-3,1.1,6,1,0.1,-8,-14,0.8,0.0,-0.4,24
CCOc1ccc(C(=O)NC(=S)N2CCN(c3ccc(C(F)(F)F)cc3[N+](=O)[O-])CC2)cc1,-2,0.8,23,0.9,5.0,-6,3,0.9,-0.3,-0.3,7
CCOc1ccccc1OCCOc1ccccc1OC(C)C,13,0.9,0,1,18*,-2,.,0.9,-0.2,-0.1,10
NN(CCO)C(=S)Nc1ccc(Cl)cc1,-4,1.1,1,1.1,3.1,5,-9,1,0.2,-0.3,1
CCOC(=O)C1(CCCc2ccccc2)CCN(Cc2ccn[nH]2)CC1,5,0.9,13,0.9,-1.2,1,18,0.8,-0.9,0.2,23
O=C(NCCCCC(NC(=O)C1CCCCC1)C(=O)O)c1ccccc1 (stereo not drawn),0,1,1,1,0.3,2,-15,0.9,1.4,-0.1,10
Cc1ccc(CNC(=O)CCc2ccccc2)cc1,-2,0.9,7,1,1.6,-17,-2,0.9,0.1,0.0,7
CCN(CC)C1CCS(=O)(=O)C1 (stereo not drawn),-4,0.6,8,1.1,-0.4,-2,-20,1.1,0.1,-0.3,-9
COCCCNC(=O)C1CCCN(S(=O)(=O)c2ccc(C)cc2)C1 (stereo not drawn),-5,1,-1,0.9,3.0,-10,.,0.9,0.8,-0.5,12
